Screening results: PubChem BioAssay, The Scripps Research Institute Molecular Screening Center
CHRM1 agonist – human M1 muscarinic receptor agonism. AID 588814. actives 0.33% (n = 360,000). activation, % at 3 µM. P11229. CHO-K1 hM1, Fluo-8 calcium fluorescence, agonist mode; 0% DMSO, 100% acetylcholine EC100;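 active = activation above the run's mean compound activation plus 3 SD, cut at about 16% in these data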;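 also: peak over basal fluorescence ratio within a 140 s kinetic read after compound addition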
Target sequence (P11229 whole entry, looked up): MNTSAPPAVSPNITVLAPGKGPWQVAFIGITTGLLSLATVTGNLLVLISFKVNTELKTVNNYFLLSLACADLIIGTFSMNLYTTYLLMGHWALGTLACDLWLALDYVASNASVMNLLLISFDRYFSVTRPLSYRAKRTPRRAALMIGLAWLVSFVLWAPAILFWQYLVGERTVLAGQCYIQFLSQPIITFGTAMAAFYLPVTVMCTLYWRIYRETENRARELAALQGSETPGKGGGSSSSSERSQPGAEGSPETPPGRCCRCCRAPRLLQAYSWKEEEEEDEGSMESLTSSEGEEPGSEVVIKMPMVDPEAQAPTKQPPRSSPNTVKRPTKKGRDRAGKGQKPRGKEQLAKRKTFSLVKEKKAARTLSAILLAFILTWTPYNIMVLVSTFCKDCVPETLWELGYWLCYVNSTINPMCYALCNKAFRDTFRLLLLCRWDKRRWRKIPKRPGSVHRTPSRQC
M1 PAM – potentiates human M1 receptor response to acetylcholine; P11229; CHO-K1 hM1, Fluo-8 calcium fluorescence, ACh EC20; 0% = ACh EC20, 100% = maximal ACh; activation, % at 3 µM; actives 0.088% (n = 360,000); in the data active = activation above about 19%, passing the limit was not always enough
M1 antag – human CHRM1 antagonism; P11229; CHO-K1 hM1, Fluo-8 calcium fluorescence, ACh EC80 antagonist; inhibition, % at 3 µM; actives 1.3% (n = 360,000); AID 588852;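 active = percent inhibition above its own plate's cutoff, namely the mean of that plate's compound wells plus 3 SD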;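 also: peak over basal fluorescence ratio during 140 s after agonist addition; 0% = ACh EC80 plus DMSO and 100% = DMSO alone without agonist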
TAAR1 antagonist – human TAAR1 antagonism | AID 624466 | CHO RD-HGA16 TAAR1, Fluo-8 calcium fluorescence, antagonist | inhibition, % at 3 µM | Q96RJ0 | actives 1.5% (n = 360,000);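 active = inhibition above a per-plate cutoff, the mean inhibition of test compounds on that plate plus 3 SD, cut at about 49% in these data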;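 also: 0% = DMSO plus EC80 beta-PEA response and 100% = DMSO alone without agonist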
Target sequence (Q96RJ0 whole entry, looked up): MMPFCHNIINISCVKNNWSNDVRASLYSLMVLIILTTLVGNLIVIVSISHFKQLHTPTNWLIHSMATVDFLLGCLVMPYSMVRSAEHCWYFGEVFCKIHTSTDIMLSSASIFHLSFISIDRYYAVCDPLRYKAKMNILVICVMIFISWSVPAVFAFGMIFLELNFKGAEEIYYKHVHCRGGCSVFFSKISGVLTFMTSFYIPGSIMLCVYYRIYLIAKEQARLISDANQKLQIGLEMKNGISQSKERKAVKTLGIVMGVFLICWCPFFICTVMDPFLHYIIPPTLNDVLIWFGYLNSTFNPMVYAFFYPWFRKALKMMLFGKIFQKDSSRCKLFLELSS
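Assay system: CHO-derived RD-HGA16 cells stably expressing human TAAR1 plus Gα16. Timing: 140 s kinetic read after compound, 140 s after agonist. Technique: kinetic Fluo-8 calcium fluorescence measurement. Measure: % inhibition of agonist calcium response.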
TAAR1 ag – human TAAR1 agonism; Q96RJ0; CHO RD-HGA16 TAAR1, Fluo-8 calcium fluorescence; vehicle wells 0%, saturating PEA agonist 100%; activation, % at 3 µM; actives 0.99% (n = 360,000); AID 624467;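 active = activation above the mean activation of all test compounds in the run plus 3 SD, cut at about 38% in these data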
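Signal – calcium-sensitive Fluo-8 signal, excitation 470-495, emission 515-575 nm · System – RD-HGA16 (CHO) cells co-expressing Gα16 and hTAAR1 · Incubation – 17-24 h seeding, 75 min 37 °C dye, 30 min RT · Compound dosing – 3 µM single concentration · Repeats – no replicates (n 1)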
M1 ag parental – nonselective activator or artifact in parental CHO-K1 cells | Fluo-8 calcium fluorescence; scaled to maximal ATP response, vehicle zero | actives 0.48% (n = 360,000) | activation, % at 3 µM; in the data active = activation above about 15%;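 also: untransfected CHO-K1 host cells lacking M1 receptor as counterscreen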
CHO-K1 Ca antag – nonselective inhibitor or artifact in parental CHO-K1 cells. ATP-induced calcium, Fluo-8 fluorescence. inhibition, % at 3 µM. actives 0.6% (n = 360,000). AID 602250;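 active = inhibition above a per-plate cutoff, the plate's mean sample inhibition plus 3 SD, cut at about 24% in these data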;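 also: 0% = DMSO plus EC80 ATP and 100% = DMSO alone without ATP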
M1 PAM parental – counter-screen for M1 PAMs: effect in parental CHO-K1 cells | ATP EC20, Fluo-8 calcium fluorescence; 0% at ATP EC20, 100% at ATP max | activation, % at 3 µM | actives 0.02% (n = 360,000) | AID 602247;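 active = activation above the run cutoff, the mean activation of all test compounds plus 3 SD, cut at about 40% in these data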;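 also: peak over basal fluorescence ratio in a 140 s read after ATP addition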
CHO parental Ca – signal in parental CHO cells, OX1R antagonist counter-screen; parental CHO-K1, ATP-induced calcium, Fluo-8 fluorescence; inhibition, % at 5.6 µM; actives 0.63% (n = 330,000); AID 463079;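 active = inhibition above that plate's mean sample inhibition plus 3 SD, cut at about 26% in these data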;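 also: 0% = ATP-challenged DMSO wells and 100% = DMSO wells without ATP; some compounds past the cut are filed as inactive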
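Test system: untransfected parental CHO cell line. Compound: one dose, 5.6 µM nominal. Detection: intracellular calcium via Fluo-8 no-wash fluorescent dye. Measure: % inhibition. Benchmarks: ATP-challenged DMSO wells low, unchallenged DMSO wells high.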
* = called active by the depositor.

C/C=C(/C)C(=O)Nc1cccc(C2=NOC3(C2)C[C@@H](C(N)=O)N(C(=O)CC)C3)c1 (stereo not given in full) was read as CHRM1 agonist -3.8, M1 PAM -0.4, M1 antag 0.5, TAAR1 antagonist -4.4, TAAR1 ag 12.2, M1 ag parental -0.2, CHO-K1 Ca antag -10.0, M1 PAM parental 2.2 and CHO parental Ca -5.5.
For Cc1cc(/C=C2/C(=N)N3C(=NC2=O)SN=C3S(C)(=O)=O)c(C)n1-c1ccccc1F the results were CHRM1 agonist -1.4, M1 PAM 0.7, M1 antag -4.9, TAAR1 antagonist 31.9, TAAR1 ag -0.9, M1 ag parental 0.5, CHO-K1 Ca antag 0.0, M1 PAM parental 7.9 and CHO parental Ca -3.5.
Screening Fc1ccc(CSc2nncn2NCc2ccccc2)cc1 returned CHRM1 agonist -5.6, M1 PAM 6.3, M1 antag -6.4, TAAR1 antagonist -12.4, TAAR1 ag 11.1, M1 ag parental 0.6, CHO-K1 Ca antag -1.9, M1 PAM parental 19.7 and CHO parental Ca -13.1.
`COC(=O)c1ccc(OC(=O)c2cccnc2)cc1` gave CHRM1 agonist -5.2, M1 PAM 3.8, M1 antag 9.1, TAAR1 antagonist 6.3, TAAR1 ag -0.3, M1 ag parental -0.7, CHO-K1 Ca antag 17.6, M1 PAM parental -13.3 and CHO parental Ca 9.1.
CCN(CC)S(=O)(=O)c1ccc(/C=C/C(=O)O)cc1 was read as CHRM1 agonist -5.8, M1 PAM 3.8, M1 antag -5.9, TAAR1 antagonist 14.0, TAAR1 ag -1.0, M1 ag parental -0.2, CHO-K1 Ca antag 6.6, M1 PAM parental 12.9 and CHO parental Ca -17.4.
Screening CC(=NNC(=O)c1ccc2nc[nH]c2c1)c1ccc(Br)cc1 returned CHRM1 agonist 2.5, M1 PAM -17.1, M1 antag 35.2*, TAAR1 antagonist 51.9*, TAAR1 ag 9.4, M1 ag parental 5.1, CHO-K1 Ca antag 3.4, M1 PAM parental 3.9 and CHO parental Ca -7.4.
`CN=C1SC(CC(=O)Nc2ccc(C(C)=O)cc2)C(=O)N1C` (stereo not given) gave CHRM1 agonist 0.0, M1 PAM 7.8, M1 antag -25.7, TAAR1 antagonist -3.3, TAAR1 ag 12.5, M1 ag parental 1.1, CHO-K1 Ca antag -12.9, M1 PAM parental 14.4 and CHO parental Ca -12.5.
COc1ccccc1-c1ccc(=O)n(CC(=O)NCC2CCCO2)n1 (stereo not given) was read as CHRM1 agonist -3.7, M1 PAM 8.6, M1 antag -10.2, TAAR1 antagonist -17.6, TAAR1 ag 2.9, M1 ag parental -0.2, CHO-K1 Ca antag -9.1, M1 PAM parental -7.5 and CHO parental Ca 10.0.
`Cc1ccc2c(c1)N(CC(=O)N1CCC(C)CC1)C(=O)c1cccnc1O2` gave CHRM1 agonist -1.2, M1 PAM 2.0, M1 antag -7.2, TAAR1 antagonist -12.8, TAAR1 ag 2.1, M1 ag parental 3.5, CHO-K1 Ca antag -12.1, M1 PAM parental -5.6 and CHO parental Ca -12.4.
COc1cccc(Nc2nc(C(N)C(C)C)cs2)n1 (stereo not given) was read as CHRM1 agonist -2.6, M1 PAM 0.1, M1 antag -2.7, TAAR1 antagonist -15.6, TAAR1 ag 18.7, M1 ag parental 2.9, CHO-K1 Ca antag 9.2 and M1 PAM parental 4.9.
For COc1cc(NC(=O)CCC(=O)c2cccs2)cc(OC)c1 the results were CHRM1 agonist -1.9, M1 PAM 7.4, M1 antag -3.6, TAAR1 antagonist 2.5, TAAR1 ag -0.4, M1 ag parental 0.7, CHO-K1 Ca antag -9.2, M1 PAM parental 19.5 and CHO parental Ca 2.8.
O=C(Nc1ccccc1F)c1ccc2c(c1)CCN2S(=O)(=O)c1ccccc1 was read as CHRM1 agonist -0.1, M1 PAM 0.5, M1 antag -1.8, TAAR1 antagonist -6.2, TAAR1 ag -0.3, M1 ag parental 3.2, CHO-K1 Ca antag -11.4, M1 PAM parental 12.2 and CHO parental Ca -9.9.
`CCOC(=O)N1CCN(C(=O)CS(=O)(=O)c2cn(Cc3cccc(F)c3)c3ccccc23)CC1` gave CHRM1 agonist -1.2, M1 PAM 1.5, M1 antag 3.6, TAAR1 antagonist 9.2, TAAR1 ag 8.6, M1 ag parental 0.3, CHO-K1 Ca antag -21.5, M1 PAM parental 13.2 and CHO parental Ca -7.4.
For c1ccc(-n2c(Cc3cn4ccsc4n3)nnc2N2CCOCC2)cc1 the results were CHRM1 agonist -1.4, M1 PAM 0.0, M1 antag -24.9, TAAR1 antagonist 0.4, TAAR1 ag -2.0, M1 ag parental 0.2, CHO-K1 Ca antag -22.6, M1 PAM parental 4.3 and CHO parental Ca -2.6.
Screening Cc1csc(SCc2nc3scc(-c4ccccc4)c3c(=O)[nH]2)n1 returned CHRM1 agonist -4.4, M1 PAM 4.6, M1 antag 5.0, TAAR1 antagonist -3.2, TAAR1 ag 0.1, M1 ag parental 0.7, CHO-K1 Ca antag -13.9, M1 PAM parental 8.6 and CHO parental Ca -4.5.
For Cc1cc([N+](=O)[O-])ccc1NC(=O)CCC(=O)N1CCCCC1 the results were CHRM1 agonist 0.5, M1 PAM 5.0, M1 antag -10.1, TAAR1 antagonist -1.7, TAAR1 ag 1.8, M1 ag parental 0.2, CHO-K1 Ca antag 6.3, M1 PAM parental -11.2 and CHO parental Ca -2.7.
O=C(CCNC(=O)c1ccccc1Cl)Nc1cccc(S(=O)(=O)N2CCCC2)c1 was read as CHRM1 agonist -6.7, M1 PAM 8.5, M1 antag -8.9, TAAR1 antagonist 3.3, TAAR1 ag 0.1, M1 ag parental 1.0, CHO-K1 Ca antag -16.3, M1 PAM parental 19.0 and CHO parental Ca -7.9.
`O=C(Nc1ccccc1)Nc1nnc(SCc2ccc(Cl)cc2)s1` gave CHRM1 agonist -4.1, M1 PAM 11.8, M1 antag -3.8, TAAR1 antagonist 6.4, TAAR1 ag 10.2, M1 ag parental 5.7, CHO-K1 Ca antag 4.7, M1 PAM parental 16.5 and CHO parental Ca -18.8.
For CCCC(=O)Nc1cnc(NC(=O)c2cccc(F)c2)cc1C the results were CHRM1 agonist -3.9, M1 PAM 9.6, M1 antag -9.2, TAAR1 antagonist -3.7, TAAR1 ag 10.5, M1 ag parental 0.6, CHO-K1 Ca antag -3.0, M1 PAM parental 17.4 and CHO parental Ca -3.8.
Screening Cc1[nH]c2ccccc2c1/C=C/c1nc2ccccc2c(=O)n1-c1cccc([N+](=O)[O-])c1 returned CHRM1 agonist -7.3, M1 PAM 6.0, M1 antag -5.2, TAAR1 antagonist -7.0, TAAR1 ag 3.7, M1 ag parental 0.7, CHO-K1 Ca antag -5.5, M1 PAM parental 17.5 and CHO parental Ca -15.7.
For CC1(C(=O)Nc2cccc3ncccc23)CCN1C(=O)Cc1ccc(-c2ccccc2)cc1 (stereo not given) the results were CHRM1 agonist -1.9, M1 PAM -14.4, M1 antag 19.5, TAAR1 antagonist 67.3*, TAAR1 ag 10.1, M1 ag parental 6.4, CHO-K1 Ca antag -6.3 and M1 PAM parental 7.6.
Cc1ccc2[nH]c(C(=O)N3CCCC(Nc4ccc(F)cc4)C3)cc2c1 (stereo not given) was read as CHRM1 agonist 2.9, M1 PAM 13.2, M1 antag -14.8, TAAR1 antagonist -14.7, TAAR1 ag 1.5, M1 ag parental 2.5, CHO-K1 Ca antag -6.0, M1 PAM parental 23.5 and CHO parental Ca -16.4.
Screening CCN(CC)c1ccc(NC(=S)NC(=O)C2CCC2)cc1 returned CHRM1 agonist -4.2, M1 PAM -4.2, M1 antag 4.4, TAAR1 antagonist -21.1, TAAR1 ag 2.9, M1 ag parental -0.2, CHO-K1 Ca antag -3.7, M1 PAM parental -1.8 and CHO parental Ca -6.8.
`O=C(NCCc1ccccc1)C(=O)N/N=C/c1ccc2c(c1)OCO2` gave CHRM1 agonist -1.5, M1 PAM 5.2, M1 antag -8.4, TAAR1 antagonist 3.2, TAAR1 ag 2.0, M1 ag parental 0.0, CHO-K1 Ca antag 7.8, M1 PAM parental 2.8 and CHO parental Ca -14.4.

Arranged by molar mass (falling): part of the list above.
Screening Cc1[nH]c2ccccc2c1/C=C/c1nc2ccccc2c(=O)n1-c1cccc([N+](=O)[O-])c1 returned CHRM1 agonist -7.3, M1 PAM 6.0, M1 antag -5.2, TAAR1 antagonist -7.0, TAAR1 ag 3.7, M1 ag parental 0.7, CHO-K1 Ca antag -5.5, M1 PAM parental 17.5 and CHO parental Ca -15.7.
O=C(Nc1ccccc1F)c1ccc2c(c1)CCN2S(=O)(=O)c1ccccc1 was read as CHRM1 agonist -0.1, M1 PAM 0.5, M1 antag -1.8, TAAR1 antagonist -6.2, TAAR1 ag -0.3, M1 ag parental 3.2, CHO-K1 Ca antag -11.4, M1 PAM parental 12.2 and CHO parental Ca -9.9.
Screening Cc1csc(SCc2nc3scc(-c4ccccc4)c3c(=O)[nH]2)n1 returned CHRM1 agonist -4.4, M1 PAM 4.6, M1 antag 5.0, TAAR1 antagonist -3.2, TAAR1 ag 0.1, M1 ag parental 0.7, CHO-K1 Ca antag -13.9, M1 PAM parental 8.6 and CHO parental Ca -4.5.

(cont.)
CCN(CC)c1ccc(/C=C(\C#N)C(N)=O)cc1 was read as CHRM1 agonist 0.8, M1 PAM 12.4, M1 antag -11.6, TAAR1 antagonist 11.1, TAAR1 ag 4.5, M1 ag parental 0.9, CHO-K1 Ca antag -12.3 and M1 PAM parental 17.9.
Screening c1ccc(OCCOCCOc2ccccc2)cc1 returned CHRM1 agonist -2.5, M1 PAM 0.3, M1 antag -0.4, TAAR1 antagonist -21.2, TAAR1 ag -1.6, M1 ag parental -0.5, CHO-K1 Ca antag -12.4 and M1 PAM parental 14.5.
For Cc1ccn2c(NC(=O)C(C)(C)Oc3ccc(Cl)cc3)c(-c3cccs3)nc2c1 the results were CHRM1 agonist -4.0, M1 PAM -11.0, M1 antag 19.1, TAAR1 antagonist 42.2, TAAR1 ag 2.4, M1 ag parental 3.1, CHO-K1 Ca antag 14.7, M1 PAM parental 13.2 and CHO parental Ca -37.5.
Cc1ccc(C(CC(=O)N2CCNCC2)c2ccccc2)c(O)c1C (stereo not given) was read as CHRM1 agonist -9.1, M1 PAM 7.0, M1 antag -9.2, TAAR1 antagonist -1.8, TAAR1 ag 3.9, M1 ag parental 0.1, CHO-K1 Ca antag 8.5, M1 PAM parental -4.3 and CHO parental Ca -4.2.
[O-][n+]1c2ccccc2c2n1CCN1CCOC21c1ccc(Cl)cc1 (stereo not given) was read as CHRM1 agonist -8.1, M1 PAM -1.3, M1 antag 3.4, TAAR1 antagonist 20.4, TAAR1 ag 3.5, M1 ag parental 0.3, CHO-K1 Ca antag -11.9, M1 PAM parental -0.1 and CHO parental Ca -18.3.
